From PubChem
p53 reactivation – restores transcriptional activity of mutant p53. hit rate 0.063% among 320,000. Potency, µM (highest dose often 92.2 µM), inactives show at the highest dose activity change, positive = activation, most hits filed as activators. H1299 p53-A138V BP100-luciferase reporter, luminescence, 24 h; further: % of control where 0% means no effect; nearly all actives have a fitted effect of over 45% in size
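p53-null H1299 cells stably carrying temperature-sensitive p53-A138V and a BP100-luciferase reporter were pinned with compounds (4-point, 1:5 series) and held 24 hrs at 37 deg C. Luminescence was read 10 min after detection reagent.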
BRCA1 expr act – BRCA1 expression activation; MCF7-BRCA1-FFLuc reporter, luminescence, 48 h; response scale: scaled: vehicle 0%, 10 µM genistein 100%; Potency, µM (doses to about 46.1 µM), for inactives: at the top dose activation, usual class: activators; hit rate 1.1% among 380,000; further: nearly all actives have a fitted effect of over 80% in size; some results filed as inactive show a strong effect at the top dose
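48 h compound treatment of MCF7-BRCA1-FFLuc cells (phenol-red free MEM, 37 °C), then 15 min with luciferase substrate and luminescence imaging.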
RORgamma inh – inhibitors of mouse ROR gamma transcriptional activity. P51450. Drosophila S2 Gal4-RORgamma UAS-luciferase reporter, 20 h. Potency, µM (top dose mostly 53.6 µM), inactives show top-dose activity change, negative = inhibition, actives largely listed as inhibitors. hit rate 5.4% among 310,000. AID 2551; further: on the % scale 0 is the no-effect control and ±100 the full control effect; nearly all actives have a fitted effect of over 60% in size
Target sequence (P51450 whole entry, looked up, the tested form may be a part): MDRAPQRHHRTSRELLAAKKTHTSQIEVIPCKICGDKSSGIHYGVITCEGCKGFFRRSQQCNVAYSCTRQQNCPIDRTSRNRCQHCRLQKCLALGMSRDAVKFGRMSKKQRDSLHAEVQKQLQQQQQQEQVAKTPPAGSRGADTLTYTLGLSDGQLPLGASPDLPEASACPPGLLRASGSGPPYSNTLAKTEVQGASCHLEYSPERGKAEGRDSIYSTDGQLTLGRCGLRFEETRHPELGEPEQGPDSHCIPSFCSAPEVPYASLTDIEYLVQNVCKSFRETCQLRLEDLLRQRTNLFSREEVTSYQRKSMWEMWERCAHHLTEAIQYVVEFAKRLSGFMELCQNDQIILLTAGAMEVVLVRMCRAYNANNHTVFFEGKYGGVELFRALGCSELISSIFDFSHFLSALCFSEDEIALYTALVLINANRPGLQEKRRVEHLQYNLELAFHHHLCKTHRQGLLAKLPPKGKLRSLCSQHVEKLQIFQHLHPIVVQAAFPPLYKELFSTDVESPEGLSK
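A Gal4/UAS one-hybrid system in insect cells: metallothionein-promoter Gal4–ROR gamma fusion plus Photinus luciferase reporter. Copper sulfate 700 uM final, 20 hr ambient incubation, luminescent detection after 10 min with reagent.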
FLuc modulator – firefly luciferase modulation, counter-screen for miR-21 project; AID 588342; P08659; hit rate 6.9% among 360,000; Potency, µM (series often up to 57.5 µM), without a hit: at the top dose activity change, negative = inhibition, usual class: inhibitors; purified FLuc, Km substrates, luminescence inhibition;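 further: plate controls were vehicle for no effect and reference inhibitor for full effect; nearly all actives have a fitted effect of over 55% in size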
Target sequence (P08659 whole entry, looked up): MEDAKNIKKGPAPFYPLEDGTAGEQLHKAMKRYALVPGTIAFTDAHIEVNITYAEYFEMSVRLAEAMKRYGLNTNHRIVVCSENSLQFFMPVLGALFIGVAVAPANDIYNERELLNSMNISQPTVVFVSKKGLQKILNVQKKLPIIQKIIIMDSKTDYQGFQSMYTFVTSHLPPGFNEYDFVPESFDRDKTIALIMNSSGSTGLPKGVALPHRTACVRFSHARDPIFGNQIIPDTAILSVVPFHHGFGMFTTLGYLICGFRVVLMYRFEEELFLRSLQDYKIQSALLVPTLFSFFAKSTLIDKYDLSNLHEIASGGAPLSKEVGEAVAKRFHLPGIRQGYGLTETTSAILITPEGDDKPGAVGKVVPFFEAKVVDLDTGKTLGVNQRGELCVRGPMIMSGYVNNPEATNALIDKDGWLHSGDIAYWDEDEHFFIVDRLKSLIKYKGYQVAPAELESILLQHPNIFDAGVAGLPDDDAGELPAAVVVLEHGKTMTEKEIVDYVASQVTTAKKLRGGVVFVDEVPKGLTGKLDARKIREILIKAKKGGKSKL
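Purified P. pyralis luciferase (10nM final) with 10uM D-luciferin and 10uM ATP (Km levels) in 50mM Tris acetate pH 7.5, 10mM Mg acetate, 0.01% Tween-20, 0.05% BSA; qHTS 6-point titration, ~60 µM downward; luminescence read.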
Gal4-VP16 FLuc – Gal4-VP16 reporter inhibition counter-screen | Drosophila S2 Gal4-VP16 UAS-luciferase, luminescence, 20 h | Potency, µM (series often up to 53.6 µM), for the others: top-dose activity, negative = inhibition, actives largely listed as inhibitors | AID 2546 | hit rate 3.5% among 310,000;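 further: Gal4-VP16 expression switched on by copper sulfate through the metallothionein promoter; on the % scale 0 is the no-effect control and ±100 the full control effect; nearly all actives have a fitted effect of over 50% in size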
CXXC DNA block – blocks binding of human MLL CXXC domain to DNA; Q03164; MLL-CXXC / FITC-HOXA9 DNA fluorescence polarization; Potency, µM (titrated, usually from 115 µM), inactives show at the top dose activity change, negative = inhibition, most hits filed as inhibitors; hit rate 0.037% among 290,000; AID 2662; active means well fitted inhibition curve with a large enough effect in the polarisation, with a control signal flat, not every such curve was filed as active; inconclusive means small, poorly fitted or top-dose-only effect, or effect the other way, or a change in a side signal; inactive means no such curve, though single readings can be large or run the other way; the % refers to the polarisation
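Fluorescence polarization: 7 uM MLL-CXXC (stock) preincubated 5 min with compounds, then 50 nM fluorescein-HOX-A9 DNA (stock) added; 30 min ambient. Buffer 50 mM Tris-HCl pH 7.5, 50 mM NaCl, 1 mM DTT, 0.05% BSA.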
ELG1 genotoxic – genotoxicity induction in ELG1-luciferase HEK293T cells | Potency, µM (series often up to 46 µM), inactives show at the highest dose activity change, positive = activation, usual class: activators | HEK293T ELG1-luciferase reporter, luminescence, 16 h | hit rate 1.3% among 330,000 | AID 504466; further: % of control where 0% means no effect; nearly all actives have a fitted effect of over 60% in size
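HEK293T cells expressing luciferase-tagged ELG1 were treated with compound or DMSO for 16 hr at 37°C. Luciferase activity was then read after 30 min with ONE-Glo at room temperature; rising signal flags genetic stress.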
NPC1 promoter act – NPC1 promoter activation | hit rate 2.4% among 320,000 | Potency, µM (series often up to 9.22 µM), without a hit: at the top dose activation, usual class: activators | AID 485313 | Huh7 NPC1 promoter luciferase reporter, 24 h;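 further: % of control where 0% means no effect; nearly all actives have a fitted effect of over 60% in size; reporter is driven by a mutant NPC1 promoter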
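Huh7 reporter cells (NPC1 promoter driving luciferase) are dosed with compound for 24 h at 37 °C, 5% CO2; luciferase detection reagent is then added and luminescence measured after 10 min at ambient temperature.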
uPA surface inh – blocks generation of uPA at the cell surface | cell surface uPA generation assay, qHTS | Potency, µM (highest dose often 38.3 µM), inactives show top-dose activity change, negative = inhibition, actives largely listed as inhibitors | hit rate 0.31% among 330,000 | AID 540303; active means well fitted inhibition curve with a large enough effect; inconclusive means small, poorly fitted or top-dose-only effect; inactive means no such curve, though single readings can be large or run the other way; tested in mouse RAW 264.7 cells; further: on the % scale 0 is the no-effect control and ±100 the full control effect; nearly all actives have a fitted effect of over 55% in size
Rab9 prom act – activators of Rab9 promoter | Huh7 Rab9 promoter-luciferase reporter, luminescence, 24 h | Potency, µM (series often up to 9.22 µM), for inactives: at the top dose activation, negative = inhibition, most hits filed as activators | hit rate 2.8% among 320,000 | AID 485297; further: % of control where 0% means no effect; nearly all actives have a fitted effect of over 60% in size
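Luciferase signal after 10 min detection reagent at ambient indicates Rab9 promoter upregulation; stably transfected Huh7 cells were treated 24 h with compound in DMSO at 37 °C, 5% CO2.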
MBNL1-CUG inh – MBNL1-poly(CUG) RNA binding inhibition; hit rate 0.036% among 280,000; Q9NR56; AID 2675; TR-FRET MBNL1-His/biotin-(CUG)12 binding, 665/545 ratio; Potency, µM (highest dose often 57.5 µM), without a hit: at the highest dose activity change, negative = inhibition, usual class: inhibitors; active means well fitted inhibition curve with a large enough effect in the signal ratio, with a control signal flat, not every such curve was filed as active; inconclusive means small, poorly fitted or top-dose-only effect, or effect the other way, or a change in a side signal; inactive means no such curve, though single readings can be large or run the other way; the % refers to the signal ratio; further: on the % scale 0 is the no-effect control and ±100 the full control effect
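Ratiometric TR-FRET (665 over 545 nm, excitation 340 nm) tracks disruption of MBNL1-His/biotin-(CUG)12 complex after 60 min at room temperature, with compounds at 92 nM to 58 uM final.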
The depositor's hits bear a star; ? = inconclusive; . = not tested or not shown; [ ] = remark or other dose. Unless noted, the call rests on the fitted dose curve; in most records, active means well fitted curve in the direction sought with a large enough effect; inconclusive means small, poorly fitted or top-dose-only effect, or another doubt; inactive means no such curve, though single readings can be large; an effect the other way counts as inactive or inconclusive. Potency means the concentration at half of the fitted maximal effect. An excerpt; count on the stated rates, not on these rows.

Compound,p53 reactivation,BRCA1 expr act,RORgamma inh,FLuc modulator,Gal4-VP16 FLuc,CXXC DNA block,ELG1 genotoxic,NPC1 promoter act,uPA surface inh,Rab9 prom act,MBNL1-CUG inh
O=S(=O)(Nc1cccc(-c2ccc3nncn3n2)c1)c1ccc(Cl)s1,-3%,-3%,8%,-15%,-5%,-5%,5%,-4%,-8%,1%,0%
CC1CCC(NC(=O)CN2C(=O)c3cccnc3Oc3ccc(Cl)cc32)CC1 (stereo not given),?,10%,26%,-1%,4%,39%[activator],10%,17%,12%,6%,-12%
CSCCC(NC(=O)c1ccco1)C(=O)NCC(c1ccco1)N1CCCCC1 (stereo not given),1%,0%,.,-3%,.,.,3%,1%,13%,-3%,.
CN1C(=O)/C(=C/C=C2/CCCN2C)N(C)C1=S,9%,88%,38%,?,30%,181%[activator],17%,23%,-1%,28%,?
COc1cc(NC(=O)CCc2nnc3ccc(NCc4ccco4)nn23)cc(OC)c1,-6%,-8%,37%,1%,-12%,9%,11%,-2%,2%,1%,1%
CS(=O)(=O)c1ccc(Cl)c(S(=O)(=O)NCc2ccccc2)c1,3%,-9%,-8%,3%,1%,11%,-2%,-3%,-4%,0%,-2%
CC(C)c1ccccc1OCC(=O)Nc1ccc2[nH]ncc2c1,.,0%,.,2%,.,7%,-13%,0%,3%,13%,?
Cc1ccc(S(=O)(=O)N(C)Cc2nc(-c3ccc(Br)cc3)no2)cc1,15%,0%,?,-2%,-8%,2%,-11%,0%,-2%,5%,0%
COc1cc(C2N(c3ccc(Cl)c(Cl)c3)C(=O)C3CCCN32)cc(OC)c1OC (stereo not given),-12%,4%,-11%,-1%,1%,1%,2%,-1%,1%,-3%,-5%
O=C(O)c1ccc(N/N=C/c2cc3c(cc2[N+](=O)[O-])OCO3)cc1,5%,-4%,-9%,?,-8%,-3%,-20%,-2%,5%,6%,.
COCc1cc(C)nc(Nc2ccccc2OC)c1C#N,.,-65%,5%,2%,5%,-8%,3%,13%,2%,9%,-1%
CC(NC(=O)Cc1c(F)cccc1Cl)C1CCCO1 (stereo not given),-2%,-10%,23%,0%,-1%,-11%,-1%,-1%,.,-3%,0%
c1ccc(-n2ncc3c(NC4CCCCCC4)ncnc32)cc1,?,?,-6%,2.7µM*,-6%,12%,?,1.8µM*,?,1.8µM*,4%
Oc1ccccc1-c1nnc2n1CCCCC2,-3%,4%,-6%,-3%,0%,2%,-2%,0%,-5%,0%,5%
Cc1sc2nc(SCC(=O)NCCO)n(-c3ccccc3)c(=O)c2c1C,-4%,-12%,-24%,1%,4%,-1%,6%,-1%,2%,-5%,-4%
O=[N+]([O-])c1ccc2nc(-c3ccccn3)[nH]c2c1,?,?,?,12µM*,6.3µM*,-20%,?,1.6µM*,-13%,2.5µM*,?
CCN=C1SC(C(=O)Nc2cccc(C(=O)O)c2)CC(=O)N1CC (stereo not given),-20%,1%,-14%,1%,1%,-15%,-2%,-1%,1%,1%,-4%
Cc1cc(C(=O)NN)c(C)o1,10%,-13%,-14%,-2%,23%,19%,1%,-4%,-15%,-1%,11%
COc1nc(C)c2cc(C)oc2n1,-2%,-9%,-4%,-2%,0%,-3%,0%,-2%,8%,-5%,10%
CCOC(=O)C1=C(C)NC(C)=C(C(=O)OCC)C1C(=O)OCC(=O)N(C)C1CCS(=O)(=O)C1 (stereo not given),-4%,3%,-7%,-1%,3%,-4%,1%,0%,3%,0%,-10%
O=c1[nH]c(-c2ccco2)nc2sc3c(c12)CCCC3,?,?,-18%,3µM*,-9%,7%,9.2µM*,2µM*,-9%,1.6µM*,.
O=C1N=C(N2CCCCC2)S/C1=C\c1ccc(Cl)cc1,?,3%,-5%[1.91 µM],-20%,29%,4%,15%,11%,5%,7%,1%
CCOc1ccc(OCC)c(NS(=O)(=O)c2cn(C)cn2)c1,-9%,8%,-1%,1%,-10%,8%,1%,-3%,5%,7%,5%
Cc1c(-c2cc(Br)ccc2O)nc2cc3c(cc2c1C)OCO3,15%,?,1%,1%,11%,?,?,?,8%,?,17%
O=C(NCCN1CCOCC1)Nc1ccccc1,1%,-9%,16%,6%,1%,-1%,2%,2%,3%,13%,-1%
CC(=O)c1cc2cc(O)ccc2o1,11%,16%,9%,2%,0%,4%,1%,-4%,6%,-8%,16%
CCOC(=O)C(/C=N/c1cc(C)nn1-c1ccccc1)=C(\C)O,2%,2%,-14%,5%,12%,1%,4%,-2%,-1%,-3%,-5%
NS(=O)(=O)c1ccc(CCNC(=O)CSc2nnc3ccccn23)cc1,1%,-2%,36%,-1%,6%,1%,3%,-11%,9%,-5%,0%
O=C(O)c1ccc2c(c1)N(Cc1ccccc1)C(=O)c1ccccc1S2,-4%,32%,2%,2%,-3%,8%,-1%,-5%,1%,1%,-9%
Cc1ccc(CN2CC(=O)N3[C@H]4c5cc(Cl)ccc5OC[C@@H]4[C@H](c4ccccc4)[C@]3(C)C2=O)cc1,-5%,-17%,.,-2%,.,.,-2%,-8%,18%,-9%,.
NNC(=O)c1nc(Cl)c(Cl)c(N)c1Cl,0%,-42%,11%,-3%,-1%,-5%,-1%,-4%,5%,4%,-4%
O=C1C2C3C=CC(C3)C2C(=O)N1c1cccc(N2C(=O)C3C4C=CC(C4)C3C2=O)n1 (stereo not given),0%,4%,39%[0.365 µM],5%,.,3%,4%,2%,.,-5%,9%
N#CCCN(C(=O)COC(=O)CNC(=O)c1ccc(-c2ccccc2)cc1)c1ccc(F)cc1,-7%,8%,.,24µM*,.,.,2%,-7%,0%,3%,.
O=C(CNS(=O)(=O)c1ccc(Br)s1)N1CCN(C(=O)c2ccco2)CC1,-1%,-4%,-1%,9%,8%,6%,-3%,-3%,9%,3%,-4%
Cc1c(Cl)cccc1NC(=S)NCCC(C)C,9%,-8%,4.5µM*,5%,6.3µM*,1%,0%,0%,-2%,-1%,0%
COc1ccc(NC2=CC(c3ccc(OC)c(OC)c3)N(c3ccc(OC)cc3)C2=O)cc1 (stereo not given),-8%,-12%,31%,-3%,-12%,-1%,-1%,0%,5%,-1%,9%
COCCN(CCOC)Cc1c(O)ccc2c1O/C(=C\c1ccc(C)o1)C2=O,7%,-36%,-18%,?,-11%,?,-1%,-2%,-4%,-2%,?
O=C(CN(C(=O)CCC(=O)Nc1nccs1)c1cccc(F)c1)NCCc1ccccc1,2%,-11%,-7%,1%,-5%,7%,11%,-32%[inhibitor],-2%,-2%,1%
CS(=O)(=O)N1N=C(c2ccc(Br)cc2)CC1c1ccc2c(c1)OCO2 (stereo not given),10%,?,?,4.3µM*,?,5%,?,1.1µM*,.,0.63µM*,1%
CCCN1CCN(C(=S)NCc2ccc(Cl)cc2)CC1,-5%,17%,-8%,1%,-8%,-1%,0%,-4%,2%,-16%,-17%
CCc1cc2c(=O)[nH]c(N3CCCC3)nc2s1,22%,62%,19%,?,0%,7%,11%,17%,-3%,?,11%[11.5 µM]
CCOC(=O)c1c(NC(=O)/C=C/c2ccco2)sc(C)c1C,-9%,-88%[inhibitor],-29%,-11%,0%,19%,2%,-4%,-1%,-5%,4%
COc1cccc(-c2cc(C(F)(F)F)n3nc(C(=O)N4CCCCC4c4cccnc4)cc3n2)c1 (stereo not given),1%,-71%,22%,15µM*,-9%,-14%,-13%,-8%,-13%,-10%,1%
NC(=O)c1ccsc1NC(=O)CS(=O)(=O)c1ccccc1,5%,71%,.,?,.,.,2%,26%,8%,26%,.
COC(=O)c1sccc1NC(=O)c1ccccc1F,-5%,-31%,-1%,-1%,5%,-1%,1%,-15%,-1%,-8%,5%
Cc1ccc(C(=O)O)cc1-n1c(C)cc(C=O)c1C,0%,0%,21%,-18%,1%,-13%,0%,-1%,1%,2%,2%
CCN(c1cccc(C)c1)S(=O)(=O)c1ccc(-c2ccc(=O)[nH]n2)o1,4%,2%,-14%,3%,-16%,?,?,0%,7%,-2%,5%
CC(=O)N1N=C(c2cccc(NS(C)(=O)=O)c2)CC1c1ccc2c(c1)OCO2 (stereo not given),-30%,34%,30%,?,0%,9%,0%,18%,2%,15%,-14%
O=C(Nc1cccc(NC(=O)c2ccco2)c1)c1ccc([N+](=O)[O-])cc1,-2%,-33%,17%,3%,3%,6%,-2%,-3%,2%,-7%,?
O=C(Cn1c(=O)[nH]c2ccsc2c1=O)NC1CCCCCC1,-10%,7%,?,2%,3%,1%,5%,-8%,.,-2%,3%
